# MEP2 TOR yeast – alters MEP2-GFP fluorescence in TOR pathway yeast screen; S. cerevisiae MEP2-GFP strain, flow cytometry GFP, 3 h; 100% = DMSO control level; 330,000 compounds, 0.51% hits; GFP response vs DMSO, % at 10 µM;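 active means GFP response versus DMSO above a set limit, roughly screen mean plus 3 SD, cut at about 180% in these data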;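 further: median GFP fluorescence of the barcode-gated MEP2-GFP cells per well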
# EBNA-1 inh – blocks EBNA-1 binding to DNA; EBNA-1 DNA binding, fluorescence polarization; inhibition, % at 14.8 µM; 300,000 compounds, 0.34% hits; in the data active means inhibition above about 28%
# proCasp7 act – activates human procaspase-7, counter-screen for procaspase-3 activators. recombinant procaspase-7, Ac-DEVD-pNA absorbance 405 nm; D23A/D198A/D206A triple mutant, cannot self-cleave; scale: DMSO 0, 5 µM enzyme 100. activation, % at 8.5 µM. 330,000 compounds, 0.093% hits. AID 463210;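 active means percent activation above the screen-wide mean plus 3 SD, cut at about 25% in these data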
#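 Test system: Procaspase-7 triple mutant (PC-7 D3A). Also added: Ac-DEVD-pNA substrate, 400 µM as added. Schedule: 1 h enzyme–compound preincubation and 2 h substrate reaction, both 25 °C. Signal: p-Nitroaniline absorbance at 405 nm, read at 0 and 120 min. Control set: low DMSO alone, high DMSO plus 5 µM PC-7.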
# ZTA DNA inh – blocks Epstein-Barr virus ZTA, an EBNA-1 counter-screen | ZTA-DNA binding, fluorescence polarization | inhibition, % at 11 µM | 320,000 compounds, 0.15% hits | AID 2234; in the data active means inhibition above about 33%
# AHR act – activators of human aryl hydrocarbon receptor; P35869; AHR-responsive luciferase reporter cells, luminescence; activation, % at 5 µM; 320,000 compounds, 2.5% hits; AID 2796; in the data active means activation above about 47%;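 further: 0% = vehicle wells and 100% = reference agonist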
# RPL19A TOR yeast – modulators of TOR pathway RPL19A-GFP in S. cerevisiae; S. cerevisiae RPL19A-GFP strain, flow cytometry, 3 h; active compounds read low; percent response vs DMSO, % at 10 µM; 330,000 compounds, 0.3% hits;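 active means percent response vs DMSO below 50%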;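 further: median channel GFP fluorescence of the barcoded RPL19A-GFP strain; ratio of sample median GFP to plate DMSO average so 100% = DMSO; lower means less RPL19A-GFP as with rapamycin TOR inhibition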
# proCasp3 act – procaspase-3 (human) activation. 330,000 compounds, 0.11% hits. activation, % at 8.5 µM. AID 463141. P42574. recombinant procaspase-3 D3A, Ac-DEVD-pNA absorbance 405 nm;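 active means activation above the mean of all tested compounds plus 3 SD, cut at about 21% in these data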;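 further: 0% = DMSO alone and 100% = DMSO wells spiked with extra 5 µM PC-3 D3A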
#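 System: Procaspase-3 D3A mutant. Medium: Zinc-free 300 mM NaCl, 50 mM HEPES, 0.01% Triton X-100. Schedule: 1 h preincubation plus 2 h reaction at 25 °C. Measured by: 405 nm absorbance of p-nitroaniline, reads at 0 and 120 min. Read-out: percent activation relative to control range.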
# LAP4 TOR yeast – alters LAP4-GFP fluorescence in TOR pathway yeast screen. S. cerevisiae LAP4-GFP multiplex, flow cytometry GFP, 3 h; median GFP as percent of DMSO wells. GFP response vs DMSO, % at 10 µM. 320,000 compounds, 0.34% hits;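 active means GFP response vs DMSO above a set limit, about the screen mean plus 3 SD, cut at about 150% in these data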
# An asterisk follows results filed as active; / = not tested or not shown. Rows are unselected (roughly 3.8% active in at least one column).
Structure,MEP2 TOR yeast,EBNA-1 inh,proCasp7 act,ZTA DNA inh,AHR act,RPL19A TOR yeast,proCasp3 act,LAP4 TOR yeast
CC1CCCCN1C(=O)COC(=O)c1n[nH]c2ccccc12 (stereo unspecified),99.9,-5.5,4.5,-12.0,2.3,95.5,2.9,101.4
CCOC(=O)c1ccc2c(c1)n(CC)c(/C=C/Nc1ccccc1)[n+]2CC,97.7,-3.7,-2.0,-4.2,1.4,96.0,3.1,95.4
CCOc1ccc(CCNC(=O)CS(=O)Cc2nc(-c3ccccc3C)oc2C)cc1OCC (stereo unspecified),102.5,-3.4,-2.1,-14.0,1.8,95.4,-1.1,97.3
Cc1noc(C)c1NC(=O)N(C)C[C@H]1Oc2ccc(NC(=O)C3CC3)cc2C(=O)N([C@H](C)CO)C[C@@H]1C,89.2,/,-0.5,/,0.6,96.4,-0.6,77.5
COc1ccc(NS(=O)(=O)c2cccc(C(=O)N/N=C/c3cn(-c4ccccc4)nc3-c3ccc(OC)cc3)c2)cc1,103.7,5.0,5.9,-18.3,-0.4,108.4,2.7,96.6
Cc1c(/C=C/C(=O)c2ccc(O)cc2)cnn1C,98.9,7.2,-7.7,-6.8,3.4,104.1,-6.6,95.4
NCc1oc(-c2ccccc2)cc1C(=O)O,106.8,-3.9,3.8,-11.4,-2.5,105.3,2.7,97.6
COc1ccc(N2C(=O)NC(=O)C2=O)cc1,107.4,-1.4,-7.3,-4.7,-1.2,96.8,7.5,96.0
Clc1ccc(Cc2noc(-c3cccs3)n2)cc1,99.3,0.6,4.0,-0.6,-3.2,98.1,4.9,106.0
C=CCOC(=O)C1=C[C@@H](c2ccc(C(F)(F)F)cc2)C[C@@H](OCCCCO)O1,/,8.2,9.4,6.8,0.4,/,4.5,/
O=C(Nc1cccc(Br)c1)c1ccc2c(c1)SC1=NS(=O)(=O)CCN12,94.3,/,-6.3,6.0,-5.6,99.6,2.4,96.9
CC(C)Oc1ccccc1/C=N/Nc1ccccc1[N+](=O)[O-],109.1,-0.6,-3.5,-2.5,55.4*,110.3,-1.2,114.8
CCOc1ccc(C(=O)Nc2nnc(C(C)C)s2)cc1OCC,96.1,5.9,2.4,14.6,59.0*,95.5,-0.9,95.1
CC12CCC(C(=O)N(CCC#N)CCC#N)(CC1=O)C2(C)C (stereo unspecified),98.9,1.8,-2.2,1.2,-0.6,97.4,-0.4,103.2
CCOc1cc(/C=N/n2cnnc2)cc(Br)c1O,105.8,-7.1,5.7,-2.9,-1.6,99.4,1.7,105.0
CC(C)CCSc1nnc(Cn2c(=O)sc3ccccc32)n1C,105.6,0.2,6.1,5.3,1.4,99.0,0.3,96.8
COc1ccc(N2CCN(C(=O)CS(=O)Cc3nc(-c4ccc(OC)c(OC)c4)oc3C)CC2)cc1 (stereo unspecified),101.8,-0.5,4.2,4.8,4.5,103.5,3.9,99.6
Cc1ccccc1Nc1nc(N)nc(COC(=O)CCNS(=O)(=O)c2ccccc2)n1,101.3,2.5,2.4,1.4,3.2,97.8,6.5,113.1
CCn1cnc2c1c(=O)n(CC(=O)NCc1ccccc1)c(=O)n2Cc1ccccc1,96.7,-11.4,7.0,-9.4,-2.0,97.3,-2.7,94.9
O=C(/C=C1\NC2(CCCC2)Cc2ccccc21)C(=O)N/N=C/c1ccccc1O,88.4,-8.3,-0.3,0.3,14.2,94.8,24.4*,96.1
CCC(=O)OC1(C)C(=O)C=C2C=C(CCCCNC(=O)OC(C)(C)C)OC=C2C1=O (stereo unspecified),96.7,11.1,-7.7,4.0,6.0,99.8,-1.6,132.6
C#CCOC(=O)Nc1ccc(OCC(F)(F)F)nc1,88.7,1.8,8.1,-19.4,-6.0,86.5,-4.2,96.8
Cc1ccccc1NC(=O)c1ccc(CN2CC(=O)N3CCCCC3C2=O)cc1 (stereo unspecified),97.3,-9.6,7.3,12.6,-0.4,100.8,0.2,112.2
COc1ccc(/C=N/Nc2nc(=O)[nH]nc2C)cc1OC,103.1,-10.6,3.3,-4.7,11.4,99.8,7.0,85.4
Cc1ccc(C(=O)CCNc2ccccc2)o1,100.4,6.9,-4.1,-6.6,-1.1,97.9,9.7,102.7
Cc1ccc(NC(=O)CC2COc3ccccc3O2)cc1 (stereo unspecified),99.9,6.4,1.5,-2.5,3.9,91.5,-8.4,/
CC(O)CNc1cc(N)c([N+](=O)[O-])cc1[N+](=O)[O-] (stereo unspecified),99.3,-2.5,-9.7,7.6,6.2,97.8,-3.6,95.4
CCN(CC)CCC(c1ccc(OC)cc1)c1c(O)cc(OC)cc1OC (stereo unspecified),94.8,-2.9,2.5,-0.6,2.5,99.5,-0.7,93.1
O=C(CSc1nnc(-c2ccncc2)o1)N1CCc2ccccc2C1,101.5,-6.0,-2.3,-3.6,1.4,100.8,2.7,113.6
CC1(C)Cc2cccc(OCC(=O)OCC(=O)Nc3cccc(S(N)(=O)=O)c3)c2O1,96.5,-8.1,-1.5,-12.8,-0.2,89.5,-0.8,97.1
COc1cccc(OC)c1C(=O)Nc1nc(-c2ccccc2)cs1,92.5,7.5,2.6,3.8,-4.3,97.0,2.0,104.6
CCOc1ccc(S(=O)(=O)NN)cc1,98.7,-12.2,-22.8,-15.7,0.7,102.1,-19.7,103.0

# Reformatted with each value named: part of the list above
CCOc1ccc(S(=O)(=O)NN)cc1
  MEP2 TOR yeast = 98.7; EBNA-1 inh = -12.2; proCasp7 act = -22.8; ZTA DNA inh = -15.7; AHR act = 0.7; RPL19A TOR yeast = 102.1; proCasp3 act = -19.7; LAP4 TOR yeast = 103.0
CC1(C)Cc2cccc(OCC(=O)OCC(=O)Nc3cccc(S(N)(=O)=O)c3)c2O1
  MEP2 TOR yeast = 96.5; EBNA-1 inh = -8.1; proCasp7 act = -1.5; ZTA DNA inh = -12.8; AHR act = -0.2; RPL19A TOR yeast = 89.5; proCasp3 act = -0.8; LAP4 TOR yeast = 97.1
Cc1ccc(C(=O)CCNc2ccccc2)o1
  MEP2 TOR yeast = 100.4; EBNA-1 inh = 6.9; proCasp7 act = -4.1; ZTA DNA inh = -6.6; AHR act = -1.1; RPL19A TOR yeast = 97.9; proCasp3 act = 9.7; LAP4 TOR yeast = 102.7

# Additional structures follow.
Structure,MEP2 TOR yeast,EBNA-1 inh,proCasp7 act,ZTA DNA inh,AHR act,RPL19A TOR yeast,proCasp3 act,LAP4 TOR yeast
CCn1c(O)c(N=NC2=NC(=O)CS2)c2cc(C)ccc21,91.2,1.8,-12.1,-9.8,31.9,89.9,-7.9,100.9
CCC1(CC)C(=O)C2=C3C1[C@H](C(=O)OC)CC(C(=O)OC)C[C@H]3[C@H]1C(=O)N(c3ccccc3)C(=O)[C@H]1[C@H]2C (stereo partly specified),99.8,0.3,-0.2,-8.7,-0.1,119.1,-6.2,105.5
CC(=O)NNC(=O)CCn1nnc2ccccc21,100.3,-7.0,2.3,-9.1,2.5,98.5,11.9,107.5
COc1ccc(OC)c(S(=O)(=O)NCc2cc(-c3ccccc3)no2)c1,112.0,-9.8,0.9,0.7,51.4*,92.8,2.1,103.1
O=C1C=C(c2ccc3ncccc3c2)C[C@@H](c2ccc3c(c2)OCO3)C1,110.1,/,3.7,-7.7,23.9,91.7,4.8,105.8
CN(C)S(=O)(=O)NC(c1ccccc1)c1ccccc1,93.9,4.0,-8.1,-1.0,8.2,94.7,-1.9,92.2
COc1ccc(CN(C(=O)CSc2nnc(-c3ccc(OC)c(OC)c3)o2)c2ccc(F)cc2)cc1,104.6,-1.2,-3.3,-0.6,7.4,100.0,10.7,100.6
C/C=C/c1ccc(OCCCCN(C)Cc2ccccc2)c(OC)c1,104.5,1.8,10.8,-9.7,2.5,107.3,-3.3,85.8
CCC1Oc2ccc(C)cc2N(CC(=O)NCc2cc(OC)ccc2OC)C1=O (stereo unspecified),97.5,10.4,-6.8,17.6,18.3,99.0,-2.0,97.0
Cn1cc(S(=O)(=O)N2CCOCC2)cc1C(=O)NCc1ccc(Cl)cc1,98.5,-7.9,-8.6,1.7,1.9,92.1,-1.2,104.9
O=C(NCCOc1ccccc1)c1ncn[nH]1,99.6,5.8,-5.6,7.1,6.2,98.2,-1.9,104.3
Nc1ncnc2c1ncn2CCOc1ccccc1,103.8,-1.8,-4.1,-0.8,0.8,101.2,2.9,103.9
O=C(O)c1ccc(OC(F)(F)C(F)C(F)(F)F)cc1 (stereo unspecified),104.9,-3.8,4.5,-3.2,0.6,102.3,0.4,108.6
Cc1sc2nc(SCC(=O)N(CCO)CCO)n(C3CCCCC3)c(=O)c2c1C,98.1,-7.2,2.1,6.3,1.2,94.8,9.6,94.9
COc1ccc(OC)c(C(Nc2ccccc2)P(=O)(OC(C)C)OC(C)C)c1 (stereo unspecified),107.0,-1.7,2.3,4.7,3.8,102.3,2.1,110.1
CCCS(=O)(=O)N1CCCC(C(=O)Oc2ccccc2Cl)C1 (stereo unspecified),107.7,5.5,-4.7,10.9,2.5,103.5,1.3,99.3
Cc1ccc(S(=O)(=O)Nc2cccc(Cl)c2)cc1NC(=O)c1cccnc1,98.4,3.2,3.0,-0.9,-0.2,100.8,0.4,97.3
COc1ccc(CNC(=O)c2ccc(N3CCCC3=O)cc2)cc1,95.7,-1.4,9.8,5.7,-6.0,96.4,-6.0,93.4
CCCCCCC#Cc1ccc2c(c1)COc1c3ccccc3nn1-2,96.1,0.8,-5.0,1.7,1.4,94.2,5.3,92.8
O=C1/C(=C/c2cccc([N+](=O)[O-])c2)Oc2cc(O)ccc21,102.6,-9.9,-3.5,15.6,3.7,99.2,-7.1,80.0
Cc1ccc(C)c(NC(=O)c2ccc(S(=O)(=O)C(F)F)cc2)c1,86.9,1.2,11.3,-14.6,4.3,99.2,5.4,101.8
Cc1nnc(NNS(=O)(=O)c2ccc(Cl)cc2)[nH]c1=O,109.8,-7.1,5.6,1.0,5.7,99.7,5.1,99.7
Cc1cccc(C)c1NC(=O)C1CCN(S(C)(=O)=O)CC1,97.4,-2.7,5.0,9.7,-1.5,102.4,-4.3,85.1
CCN(CC)CCSc1nnc(Nc2ccccc2)n1-c1ccccc1,105.5,-15.6,11.9,-1.9,5.4,100.2,-8.9,103.7
CC[C@@]1(C(=O)OC)N[C@H](CN(C)C(=O)COc2ccccc2)[C@@H]2C(=O)N(Cc3ccccc3)C(=O)[C@@H]21,105.8,/,-7.6,/,-1.6,109.3,-1.6,107.5
O=C(NNC(=O)C1CCCN(S(=O)(=O)c2cccc(F)c2)C1)C1CC1 (stereo unspecified),100.5,-2.5,-3.9,1.1,8.1,98.6,-0.6,98.9
Cc1ccc(S(=O)(=O)CCC(=O)OCC(=O)N(Cc2ccccc2)C(C)C)cc1,99.1,-3.5,8.8,-6.9,-0.8,100.7,-4.3,101.5
CCOc1cc(OCC)cc(C(=O)NCCCN2CCOCC2)c1,100.0,2.2,5.7,-2.9,-0.9,97.9,1.1,107.1
CCC(C)N1C(=O)/C(=C/c2c(NCCCOC(C)C)nc3c(C)cccn3c2=O)SC1=S (stereo unspecified),113.7,-1.5,-5.3,-13.3,-1.0,95.7,-5.5,107.2
N#Cc1ccc(S(=O)(=O)N2CCC(C(=O)N3CCN(Cc4ccc5c(c4)OCO5)CC3)CC2)cc1,98.7,/,-6.4,8.7,-0.9,103.3,-4.3,101.3
COc1cc2cc(CCCOC(=O)c3cc(OC)c(OC)c(OC)c3)oc(=O)c2cc1OC,103.7,/,6.7,/,0.7,106.1,-0.7,108.8
COC(=O)C1=C(C)Nc2nnnn2C1c1ccc(Cl)cc1Cl (stereo unspecified),100.0,-5.0,9.8,-2.5,2.3,100.4,-3.8,92.2
